# FXIIa inh 1536: factor XIIa (human) inhibition | inhibition, % at 5 µM | AID 800 | 0.3% of 220,000 active | purified FXIIa, Boc-QGR-AMC fluorogenic substrate, 2 h | P00748; in the data active = inhibition above about 40%;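 note: 0% = enzyme with no compound and 100% = blank without enzyme; many of its hits are not listed in these tables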
# p97 ATPase inh: blocks human p97 ATPase activity; P55072; recombinant p97 ATPase, Kinase-Glo ATP luminescence, 3 h; inhibition, % at 8 µM; 0.42% of 220,000 active; AID 1481; in the data active = inhibition above about 15%;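 note: 0% = DMSO vehicle and 100% = wells lacking enzyme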
# Cl transport mod: KCC2 (human) Cl- transport modulation; Q9H2X9; KCC2 cells, thallium flux FluoZin-2 fluorescence; B-score of Tl+ flux slope (higher = more flux/activation; lower = inhibition) at 10 µM; 2.2% of 190,000 active;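 active = thallium flux slope and its plate-corrected score both differing from the plate sample mean at a set confidence after two filtering rounds, in either direction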;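 note: slope of fluorescence scaled to starting intensity during 10 to 20 s after thallium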
# Thrombin inh: blocks human thrombin protease activity | alpha-thrombin, Boc-VPR-AMC fluorogenic substrate cleavage | inhibition, % at 5 µM | 0.26% of 220,000 active | AID 1046;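 active = inhibition at or above 40%; inactive = inhibition below 40%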;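 note: 0% = enzyme with no compound and 100% = wells without enzyme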
#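 signal = AMC fluorescence, 355/460 nm | material = human alpha-thrombin enzyme | control set = enzyme without compound as high, wells lacking enzyme as low | times = reaction at room temperature | read-out basis = percent inhibition scaled between no-compound controls and no-enzyme blanks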
# Furin inh: human furin inhibition; AID 463115; purified furin, fluorogenic substrate cleavage; 0.061% of 220,000 active; inhibition, % at 30 µM; in the data active = inhibition above about 25%; note: inactives centre near -15
# PERK inh: human PERK inhibition, primary cell-based screen | CHO PERK-DD fusion, SEAP luminescence translation reporter | AID 1416 | inhibition, % at 5.6 µM | 0.17% of 220,000 active;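 active = inhibition above the mean inhibition of all tested compounds plus 3 SD, set separately per screening campaign, cut at about 2.9% in these data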;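 note: PERK kinase domain activated by AP20187 dimerizer at 100 nM; 0% = DMSO with dimerizer and 100% = rapamycin at 8.4 µM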
# FXIa inh: blocks human coagulation factor XIa protease activity. purified FXIa, Boc-Glu-Ala-Arg-AMC fluorogenic substrate. 0.14% of 220,000 active. P03951. inhibition, % at 5 µM. AID 798;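 active = inhibition of at least 40%; inactive = inhibition below 40%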;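 note: fluorescence of freed AMC excited at 355 nm; 0% = enzyme without compound and 100% = no enzyme blank; many of its hits are not listed in these tables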
# hK5 inh: inhibitors of human kallikrein 5; recombinant hK5, fluorogenic AMC substrate cleavage; inhibition, % at 5 µM; 0.59% of 210,000 active; AID 873;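 active = inhibition of 40% or more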;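 note: 0% = enzyme controls without compound and 100% = no-enzyme blanks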
# Target sequence (Q9Y337 67-293 limits assumed): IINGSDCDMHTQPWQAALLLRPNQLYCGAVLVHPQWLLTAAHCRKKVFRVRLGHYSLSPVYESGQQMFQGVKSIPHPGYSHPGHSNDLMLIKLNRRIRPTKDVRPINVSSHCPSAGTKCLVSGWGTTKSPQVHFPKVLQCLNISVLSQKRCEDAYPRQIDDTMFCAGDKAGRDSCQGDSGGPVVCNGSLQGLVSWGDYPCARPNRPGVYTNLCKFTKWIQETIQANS
# Wee1 degr inh: inhibitors of human Wee1 degradation | P30291 | HeLa Luc-Wee1K328M stability, luciferase luminescence; 100% = proteasome inhibitor MG132 effect | reporter increase, % at 5 µM | 1.2% of 220,000 active;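 active = activation above the mean of all tested compounds plus 3 SD, set per screening run, cut at about 8.8% in these data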;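 note: cells exposed to compound for 20 h before luminescence read; 0% = DMSO alone and 100% = MG132 at 30 µM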
# Target sequence (P30291 whole entry K328M): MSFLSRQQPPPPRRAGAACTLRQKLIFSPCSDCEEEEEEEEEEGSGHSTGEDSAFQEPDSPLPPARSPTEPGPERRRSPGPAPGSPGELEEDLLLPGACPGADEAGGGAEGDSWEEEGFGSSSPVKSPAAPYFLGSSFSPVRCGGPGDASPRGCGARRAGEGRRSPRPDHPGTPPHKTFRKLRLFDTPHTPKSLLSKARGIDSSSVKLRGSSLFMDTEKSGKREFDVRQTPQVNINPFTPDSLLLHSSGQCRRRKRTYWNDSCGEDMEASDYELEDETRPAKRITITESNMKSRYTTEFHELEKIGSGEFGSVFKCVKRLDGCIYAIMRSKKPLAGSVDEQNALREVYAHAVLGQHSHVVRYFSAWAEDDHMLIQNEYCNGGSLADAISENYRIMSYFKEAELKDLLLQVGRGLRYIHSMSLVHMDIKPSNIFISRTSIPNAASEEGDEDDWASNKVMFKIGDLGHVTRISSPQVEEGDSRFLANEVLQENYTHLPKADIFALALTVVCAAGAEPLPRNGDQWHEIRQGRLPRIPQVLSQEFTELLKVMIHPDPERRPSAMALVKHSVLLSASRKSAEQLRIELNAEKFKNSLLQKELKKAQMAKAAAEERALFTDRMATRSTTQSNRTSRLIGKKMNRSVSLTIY
# Numbers without * were called inactive; x = no result given; [ ] = dose if it differs, or a comment. Outcome played no part in choosing rows; about 4.4% have a hit in one of these screens.
molecule,FXIIa inh 1536,p97 ATPase inh,Cl transport mod,Thrombin inh,Furin inh,PERK inh,FXIa inh,hK5 inh,Wee1 degr inh
CC1(C)Cc2c(c(N3CCOCC3)nc3sc4c(NN)ncnc4c23)CS1,7,7,x,2,-10[20 µM],-1.0,7,-36,0
CC(C)c1ccc(-c2noc(C3CCCN(C(=O)c4ccc(F)cc4F)C3)n2)cc1 (stereo not drawn),3,-1,-0.41,61*,1,0.0,-10,-10,-3
O=C(Cn1ccc(C(F)(F)F)n1)N=Nc1c(O)[nH]c2ccccc12,3,3,-2,-1,-21,2.0,1,6,3
COc1ccccc1/C=C/C=N/n1c(-c2ccc(F)cc2)n[nH]c1=S,4,-6,5.3*,-5,-23,-0.2,-3,13,-2
CCCNC(=O)NC(=O)CSc1nc(C)cs1,7,6,0.5,-9,1,1.7,0,2,4
CC(C)CC(C(=O)N1CCc2ccccc2C1)N1C(=O)c2ccccc2C1=O (stereo not drawn),17,-10,-2.1,4,2[20 µM],-2.6,6,-8,-1
COc1cc(C(=O)NCC(=O)OCn2nnc3ccccc3c2=O)cc(OC)c1OC,29,-4,0.062,-6,-2,-0.2,40*,18,-3
Cc1cc(NC2CCCCC2)nc2ccccc12,9,12,x,-8,-10,-0.5,3,-8,4
CC(C)OP(=O)(OC(C)C)C(NC(=O)c1cccc([N+](=O)[O-])c1)C(N)=O (stereo not drawn),7,2,0.035,1,-9[20 µM],0.5,0,0,1
O=C(Nc1ccccc1C(=O)N1CCCCC1)c1cccc(S(=O)(=O)N2CCOCC2)c1,9,-1,-0.12,-3,-12[20 µM],-0.9,-5,2,-2
COc1cc(C2C(C(C)=O)=C(O)C(=O)N2c2ccc(C)cc2)ccc1O (stereo not drawn),12,5,0.69,-6,-24[20 µM],0.7,-3,-13,2
COc1ccc(/C=C2/NC(=O)N(Cc3ccccc3F)C2=O)cc1OC,4,-2,0.18,9,-22,-0.2,-1,-2,-1

# Single records, as listed above. Screens in order: FXIIa inh 1536, p97 ATPase inh, Cl transport mod, Thrombin inh, Furin inh, PERK inh, FXIa inh, hK5 inh, Wee1 degr inh
# O=C(Nc1ccccc1C(=O)N1CCCCC1)c1cccc(S(=O)(=O)N2CCOCC2)c1 in the list: 9, -1, -0.12, -3, -12[20 µM], -0.9, -5, 2, -2
# CCCNC(=O)NC(=O)CSc1nc(C)cs1 in the list: 7, 6, 0.5, -9, 1, 1.7, 0, 2, 4

# Remaining list, next part.
molecule,FXIIa inh 1536,p97 ATPase inh,Cl transport mod,Thrombin inh,Furin inh,PERK inh,FXIa inh,hK5 inh,Wee1 degr inh
Cc1ccc(NS(=O)(=O)c2ccc(C(=O)N3CCCN(C)CC3)cc2)cc1,10,3,-0.096,4,-27,-0.2,3,-6,-2
COc1ccc(COC(=O)N/N=C(\C)CC(=O)Nc2c(C)cc(C)cc2C)cc1,15,1,x,3,-16[20 µM],0.4,-5,-6,-3
CC(=O)Nc1ccc(/C=N/N2CCCCC2)cc1,-2,-1,-0.63,-6,-11,-0.3,2,-7,2
Oc1ccc(N=Nc2n[nH]c(-c3ccc(Br)cc3)n2)cc1,16,4,-0.84,4,0,0.1,10,-12,-2
COc1cccc(NS(=O)(=O)c2ccc(NC(C)=O)cc2)c1,-16,3,x,-3,-15[20 µM],1.8,-9,1,4
COc1ccc(NS(=O)(=O)c2cc(NC(=O)c3cccs3)ccc2N2CCCC2)cc1,-1,-1,-0.1,-11,-4,-2.0,-3,-14,2
c1cnc(N2CCSCC2)nc1,10,-2,x,-4,-10,2.6,7,15,-1
O=C(/C(C=Nc1cccc(C(F)(F)F)c1)=C(/O)c1ccco1)C(F)(F)F,9,2,-0.019,-11,2,0.6,5,-15,-1
COC(=O)C(C)Sc1ncnc2c1c(-c1ccccc1)cn2-c1ccc(OC)cc1 (stereo not drawn),13,-5,0.21,-4,-16,-0.1,0,0,4
CC(=O)c1ccc(NC(=O)CSc2nnc(-c3ccco3)c(-c3ccco3)n2)cc1,4,10,-0.62,-3,-13,0.0,-1,-5,-2
O=C1C2C3C=CC(C2C(=O)N1c1ccc(O)cc1)C1C2C(=O)N(c4ccc(O)cc4)C(=O)C2C31 (stereo not drawn),8,2,x,-3,-27,0.9,-2,-3,0
CCn1c(NCc2c[nH]c3ccccc23)nc2ccccc21,x,-1,0.57,x,5[20 µM],-0.6,x,x,0
O=C(O)c1cc2c(s1)CCCC2,-7,0,0.035,-4,-9[20 µM],-1.4,-8,0,-2
Cc1ccc(S(=O)(=O)NCC(=O)OCC(=O)N(Cc2ccccc2)C(C)(C)C)cc1,4,-3,0.023,-8,-18,0.5,-4,-12,4
O=C(NCc1cccnc1)C(=O)Nc1nc(C23CC4CC(CC(C4)C2)C3)cs1,8,3,1.6,1,-8,0.2,4,-3,6
COc1ccc(C2CC(=O)C3=C(C2)Nc2ncnn2C3c2ccccc2)cc1 (stereo not drawn),23,9,x,13,-20[20 µM],0.1,15,16,2
CCC(=O)NC(c1ccc(OC)cc1)c1cc(Cl)c2cccnc2c1O (stereo not drawn),-3,4,0.051,-4,-15,0.5,-6,-21,-1
Cc1nc(=O)c(-c2ccccc2)c(C)n1-c1ccc(O)cc1,-3,-2,x,-8,-4[20 µM],-1.3,4,-18,1
CN(C)C(=O)c1cnc(Sc2ncc(C(F)(F)F)cc2Cl)n1C,27,5,x,2,-16[20 µM],-0.5,18,0,4
Cc1cc(C)c2[nH]c(=O)c(CN(Cc3ccccc3)C(=S)NCCCN(C)C)cc2c1,10,-1,0.032,-8,-19,-0.6,1,7,-2
CC(C)Cc1nnc(NC(=O)CSc2nc(O)c(Cc3ccccc3)c(=O)[nH]2)s1,7,5,-0.64,-1,-21,0.0,-2,3,5
C=CCOc1ccc(C2/C(=C(\O)c3ccc(F)cc3)C(=O)C(=O)N2CCCN(C)C)cc1 (stereo not drawn),9,1,1.4,-8,-23,0.2,-4,-22,1
COc1cc(NC(=O)CSc2nc3ccccc3n2-c2ccccc2)c(C)cc1[N+](=O)[O-],8,3,1.3,2,-16,-0.1,5,-5,0
COc1ccc(/C=N/NS(=O)(=O)c2ccc(F)cc2)cc1COc1cc(F)ccc1[N+](=O)[O-],11,3,-0.32,x,-42,0.7,4,2,-2
Cc1cc(C)c(NC(=O)CN2C(=O)NC3(CCCCC3)C2=O)c(C)c1,11,1,0.23,-4,-23,0.9,0,-20,1
COc1ccc(/C=C2\SC(=S)N(Cc3cccnc3)C2=O)cc1C,8,3,-0.063,-5,-11,0.6,7,-26,3
Cc1cccc(NC(=O)CCSc2nncn2C)c1,10,3,-0.85,2,-28[20 µM],0.6,3,-6,-1
COc1ccc(NC(=O)CN2CC(c3ccccc3)CC2=O)cc1OC (stereo not drawn),12,-2,-0.2,5,-23,0.3,1,-1,0
Cc1ccc(NC(=O)CSc2nnc(Cn3c(=O)sc4ccccc43)n2C)cc1,15,-4,0.096,2,-15,-0.9,7,-2,-3
COc1ccc(/C=C/C(=O)c2ccc(OC)cc2O)cc1,12,-2,-1.2,1,-15,-0.2,3,-7,-1
Cc1ccc(/C=C(\C#N)C(=O)NCCN2CCOCC2)cc1,9,-1,0.5,-14,-15,-0.2,-2,2,1
Cc1ccc2oc(Nc3nc(C)cc(C)n3)nc2c1,0,3,0.86,-1,-19,0.2,-12,-24,-2
CN(C)S(=O)(=O)N1CCC(c2ccc(F)cc2)C(COc2ccc3c(c2)OCO3)C1 (stereo not drawn),26,-11,x,17,-4,-2.1,13,13,-2
Cc1c(C(=O)N2CCN(c3ccccc3F)CC2)sc2ncn(CC(=O)N3CCOCC3)c(=O)c12,7,7,-0.92,-4,-24,0.0,-4,-6,-4
O=S(=O)(Cc1ccc(Cl)cc1)c1ccccc1-c1nnc(-c2ccccc2)o1,-6,-2,x,-6,-14[20 µM],-0.3,5,1,-1
CC(C)CCNC(=O)CSc1nc2ccccc2s1,5,0,-0.67,-1,-23,-0.1,2,11,8
O=C(CN(CCc1ccccc1)C(=O)c1csnn1)NC1CCCC1,5,1,-0.14,-8,-24,0.5,-3,0,-6
O=C(Cc1cccs1)Nc1cc(SCCO)cc([N+](=O)[O-])c1,14,-1,0.41,-3,-11,0.8,5,-11,3
CCCCCCn1cnc2c(c1=O)c1nc3ccccc3nc1n2/N=C/c1ccco1,12,0,x,8,-15,0.1,7,9,-1
Oc1ccc2c(c1)C1CCCC1(N1CCOCC1)O2 (stereo not drawn),8,5,0.45,-3,-16,1.6,4,-1,-3
CCOc1cc(C(=O)NC)cc(Br)c1OC,1,-1,0.96,-11,-21,0.9,-7,-4,3
COc1ccc(N2CCN(C(c3ccco3)c3sc4nc(C)nn4c3O)CC2)cc1 (stereo not drawn),9,-1,0.056,-2,-9,-0.1,7,-15,2
S=C(NCc1ccco1)Nc1ccccn1,16,2,1.5,-1,-13,1.2,14,0,8
CCC(C)NC(=O)c1ccccc1NS(=O)(=O)c1ccc(OC)c(OC)c1 (stereo not drawn),12,3,0.025,0,-20[20 µM],-0.7,5,3,-2
CCn1c(=O)cc(OCC(=O)Nc2cccc(C)n2)c2ccccc21,-12,0,x,-16,-4[20 µM],-0.2,-3,3,-3
CN(c1ccc(OCC(=O)Nc2nc3ccccc3s2)cc1)S(=O)(=O)c1ccccc1,9,5,0.27,-13,-13,0.8,-5,-6,0
CC(=O)NS(=O)(=O)c1ccc(NC(=O)c2cc3c(=O)n4ccccc4nc3s2)cc1,5,17*,-0.53,-1,-20,0.3,2,0,2
CCn1c(=O)cc(SCC(=O)NCc2ccc(C)o2)c2ccccc21,11,5,x,2,-17[20 µM],0.4,-6,-5,-5
CCn1c(SCC(=O)Nc2oc(-c3ccccc3)c(-c3ccccc3)c2C#N)nnc1-c1ccncc1,25,-1,-2,5,-19[20 µM],-0.8,-1,-7,1
CCn1c(=O)cc(OCC(=O)Nc2ccc(OC)c(OC)c2)c2ccccc21,8,-2,-0.36,4,-29,0.5,-2,7,2
COc1ccc(S(=O)(=O)NC2CC2)cc1C(=O)N1CCOCC1,3,3,1.6,-11,-5,1.0,-4,-4,2
COc1ccccc1N1CCN(CCCCOc2ccc(F)cc2)CC1,20,-1,-0.86,6,-8[20 µM],-2.2,2,40*,1
O=C(Cn1nnc2ccccc21)OCC(=O)c1ccc(Cl)c(Cl)c1,20,5,0.77,5,-20[20 µM],0.7,11,0,3
COc1cccc(NC(=S)N2CCN(c3ccccn3)CC2)c1,1,2,-0.74,-9,-8,0.4,1,-12,-2
O=C(Cc1ccccc1)NCC(=O)OCC(=O)c1cccc([N+](=O)[O-])c1,9,11,-0.28,-16,-19,0.9,4,-7,3
CCn1c(SCC(=O)N/N=C/C=C/c2ccco2)nc2ccccc21,-7,-3,-2.2,-13,3,0.3,-18,-22,0
Cc1ccc(S(=O)(=O)NC(C)(C)CSc2nncn2C)cc1,0,2,-0.73,-6,-19[20 µM],1.6,2,-23,-2
O=C(COc1ccccc1Cl)NCCc1ccc2c(c1)OCCO2,20,-2,-0.45,3,-12,0.9,19,-3,4
O=C(NC1(C(F)(F)F)NC(=O)N(C2CCCC2)C1=O)C1CC1 (stereo not drawn),12,1,0.36,0,-21[20 µM],1.0,6,9,-2
CC(CCc1ccccc1)NC(=O)c1ccncc1 (stereo not drawn),-7,1,-0.012,0,-21[20 µM],1.1,-2,-10,1
COc1cc(C(=O)Nc2cccc(-c3nc4ccccc4o3)c2C)cc(OC)c1OC,-5,4,x,-4,-17,1.9,-17,-15,-2
